From PubChem
V-ATPase pH – alters yeast V-ATPase proton transport; S. cerevisiae, pHLuorin cytosolic pH fluorescence; 350,000 tested, 0.37% active; response, % at 10 µM; AID 504577; in the data active = response mostly above about 7.3%, no sharp cut-off; inactive = mostly below about 5.4%; note: actives read high; inactives centre near 0; some compounds called inactive have numbers as strong as hits
dFosB activator – enhances mouse delta FosB homodimer DNA binding; activation, % at 25 µM; purified delta FosB, TAMRA-CDK5 oligo fluorescence polarization; percent of positive-control signal above neutral wells; 340,000 tested, 0.99% active; P13346; AID 493131;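 active = mean activation above about 17%, with every replicate also reaching it, limit read from the data, passing the limit was not always enough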;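 note: fluorescence polarization rise as delta FosB binds a TAMRA Cdk5 AP-1 oligo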
Target sequence (P13346 whole entry, looked up): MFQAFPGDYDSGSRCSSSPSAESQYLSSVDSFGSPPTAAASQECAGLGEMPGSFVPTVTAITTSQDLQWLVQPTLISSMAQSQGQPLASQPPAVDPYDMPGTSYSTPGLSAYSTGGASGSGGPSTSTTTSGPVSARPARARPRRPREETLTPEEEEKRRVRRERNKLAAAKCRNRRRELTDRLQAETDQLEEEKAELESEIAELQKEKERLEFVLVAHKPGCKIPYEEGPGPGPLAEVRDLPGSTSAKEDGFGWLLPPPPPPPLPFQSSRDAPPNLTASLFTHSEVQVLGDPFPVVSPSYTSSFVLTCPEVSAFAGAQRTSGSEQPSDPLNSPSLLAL
MITF TRPM1 HTS – MITF TRPM1 promoter activation in melanoma cells; SK-MEL-5 TRPM1-promoter luciferase, 24 h; % of positive control, neutral wells = 0; AID 588334; activation, % at 12.5 µM; 300,000 tested, 0.75% active;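 active = mean activation of at least 80% with every replicate also reaching 80%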;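 note: 0% = neutral control wells and 100% = parthenolide positive control wells; values of inactives mirror those of a sister screen read the other way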
CAL PDZ FP-1 – blocks peptide binding to the human CAL PDZ domain; purified CAL PDZ, TMR-peptide fluorescence polarization, 1 h; inhibition, % at 24.9 µM; 300,000 tested, 0.92% active; AID 602252;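 active = mean inhibition of at least 30% with at least half of replicates also reaching 30%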;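 note: 0% = DMSO neutral control and 100% = excess unlabeled competitor peptide PRC23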
RTF Ca sens act – increases calcium sensitivity of human cardiac regulated thin filaments. P19429+P45379. IANBD-labeled TnC RTF fluorescence at EC20 calcium; 0% EC20 calcium, 100% full calcium. activation, % at 7.2 µM. 340,000 tested, 0.24% active;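 active = activation above the mean over all tested compounds plus 3 SD, cut at about 30% in these data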;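 note: rise in fluorescence read as greater calcium sensitivity of cardiac thin filaments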
Tat transport – blocks Tat-dependent protein export in E. coli; E. coli MC4100 TorA-mCherry Tat export, fluorescence; inhibition, % at 10 µM; 340,000 tested, 0.036% active;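 active = mean replicate inhibition at least 50% and at least half of replicates individually reaching 50%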;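 note: exported cargo escapes ClpAP degradation while cytoplasmic cargo is degraded and loses fluorescence; 0% = median of neutral control wells and 100% = median of NaSCN control wells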
Rtt109 HAT inh – C. albicans Rtt109 histone acetyltransferase inhibition | Q5AAJ8 | purified Rtt109/Vps75, ThioGlo CoA-SH fluorescence, 4 h | inhibition, % at 34.9 µM | 330,000 tested, 0.16% active | AID 540336;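 active = inhibition of at least 50% in every replicate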
Target sequence (Q5AAJ8 whole entry, looked up): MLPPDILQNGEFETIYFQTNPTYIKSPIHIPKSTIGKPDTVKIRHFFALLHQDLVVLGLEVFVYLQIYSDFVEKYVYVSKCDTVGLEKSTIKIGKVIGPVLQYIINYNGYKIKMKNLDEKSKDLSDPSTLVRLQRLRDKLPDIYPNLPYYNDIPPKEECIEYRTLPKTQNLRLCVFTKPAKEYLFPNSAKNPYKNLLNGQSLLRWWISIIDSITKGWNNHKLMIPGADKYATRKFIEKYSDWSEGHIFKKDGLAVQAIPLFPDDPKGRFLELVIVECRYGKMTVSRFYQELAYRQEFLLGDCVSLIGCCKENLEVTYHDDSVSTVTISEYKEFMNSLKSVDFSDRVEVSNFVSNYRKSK
Wnt bcat act – Wnt/beta-catenin pathway activation | Wnt/beta-catenin reporter cell assay, activator, plate reader | activation, % at 9.35 µM | 300,000 tested, 1.2% active; in the data active = activation above about 30%, passing the limit was not always enough;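 note: 0% = neutral control wells and 100% = positive control wells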
CDK5 inh – blocks human CDK5/p35 kinase activity | Recombinant CDK5/p35, ADP-Glo luminescence, 60 min | 330,000 tested, 0.01% active | inhibition, % at 10 µM | Q00535+Q15078;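 active = highest replicate inhibition of at least 50% and at least 75% of replicates reaching 50%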;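 note: plate controls were DMSO neutral control for no effect and GW8510 at 10 µM for full effect; many of its hits are not listed in these tables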
CAL PDZ FP-2 – human CAL PDZ-peptide interaction inhibition. Q9HD26. purified CAL PDZ, TMR-peptide fluorescence polarization, 1 h. inhibition, % at 20 µM. 330,000 tested, 0.02% active. AID 504414;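 active = highest replicate inhibition of at least 40%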;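 note: plate controls were DMSO neutral control wells for no effect and unlabeled competitor peptide control wells for full effect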
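Material – purified CerCALP PDZ construct · Detection – FP readout, S and P plane fluorescence · Measure – percent inhibition from loss of millipolarization · Controls – unlabelled peptide for full inhibition, DMSO wells as neutral · Probe or stimulus – TMR-labelled reporter peptide T*-PRC34 bound in PDZ groove · Times – 1 h at RT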
* = called active by the depositor; . = no result given.

SMILES	V-ATPase pH	dFosB activator	MITF TRPM1 HTS	CAL PDZ FP-1	RTF Ca sens act	Tat transport	Rtt109 HAT inh	Wnt bcat act	CDK5 inh	CAL PDZ FP-2
COc1cccc(CNC(=O)CCCSc2ccccc2)c1	-1	-6	2	-3	2	-5	-2	1	-0.3	-2.4
Cc1ccc(Nc2nc(N)nc(CN3CCN(Cc4ccc5c(c4)OCO5)CC3)n2)c(C)c1	-1	-9	.	-1	8	-11	5	-2	0.6	-3.6
O=C(COC(=O)[C@H](Cc1ccccc1)NC(=O)c1ccco1)Nc1ccccc1OC(F)F	2	-4	-1	-4	-6	-1	5	-3	-0.8	-1.1
Cc1cc(Cl)cc(C)c1OCCCCn1ccnc1	0	-10	1	.	2	3	-3	.	-1.5	-0.1
O=S1(=O)[C@H]2C[C@@H]3CC[C@]2(CN1Cc1cccc(F)c1)O3	4	3	4	-3	0	-1	-4	0	-1.6	-0.4
O=C1/C(=C/c2ccccc2Cl)SC(=S)N1CCC(=O)N1CCCCC1CCO (configuration not stated)	0	-11	-6	-1	-9	10	1	-3	.	-2.2
CCN(CC)c1ccc(NS(=O)(=O)c2ccc(OC)cc2)cc1	0	8	-4	66*	-4	-1	2	0	-0.4	-0.5
COc1cccc2cc(C(=O)NC(C)c3ccccc3)c(=O)oc12 (configuration not stated)	5	-5	18	-3	-4	0	-1	3	-5.2	-2.9
CN(CCc1ccccc1)C1CCCN(C(=O)Cn2cccn2)C1 (configuration not stated)	0	-8	1	-5	2	-4	-25	0	0.8	-0.2
Cc1ccc(S(=O)(=O)NCC(=O)OCc2cc(=O)oc3cc(C)ccc23)cc1	0	0	7	3	-2	7	0	-3	-3.1	-4.6
O=C1C(Cc2ccccc2)Nc2ncnc(N3CCc4ccccc4C3)c2N1Cc1ccc(Cl)cc1 (configuration not stated)	-2	-11	-2	-5	-1	15	8	.	-1.0	-1.9
COc1ccc(C(=O)Nn2c(CC(C)C)nc3cc(OC)c(OC)cc3c2=O)c(OC)c1	-2	-8	.	7	2	-8	4	0	0.2	-1.0
CCc1ccc2[nH]c(=O)c(-c3ccccc3)c(O)c2c1	-3	-3	.	-9	-5	-7	-2	1	-1.5	-1.0
CC(C)(C)c1ccc(C(=O)Nc2ccc(CC(=O)O)cc2)o1	-4	0	-73	.	-4	9	-12	.	-2.5	0.0
COc1ccc(S(=O)(=O)NC2CC(C)(C)NC(C)(C)C2)c2ccccc12	-5	-12	4	6	-2	-13	17	-1	0.3	0.4
O=C(NCCc1ccccc1)C1CCCN(C(=O)Nc2ccc(F)cc2)C1 (configuration not stated)	-4	0	7	.	-6	4	11	0	0.0	-2.0
COC(=O)CNC(=O)COC(=O)c1ccc(Cl)nc1	5	-1	14	-10	-5	1	0	0	-1.1	9.0
Cc1ccc(N(C)S(=O)(=O)c2c(C)noc2/C=C/N(C)C)cc1	0	-6	1	-8	3	6	6	0	0.8	-4.2
CC(=O)OCCN1C(=O)c2ccc(-c3nc4ccccc4c(=O)o3)cc2C1=O	3	3	1	-2	-5	0	-2	-3	-0.4	-0.3
Nc1nc(NCc2ccccc2)n(-c2ccccc2)n1	-1	1	-1	23	9	-7	10	-1	1.0	-0.3
COc1ccc(CNCc2cn(-c3cccc(F)c3)nc2-c2ccc(C)o2)cc1	-88	4	14	-1	0	-5	3	5	-0.6	-0.8
Cc1ccc(C2(C(F)(F)F)NC(=O)N3N=C4CCCCCN4C3=C2C#N)cc1 (configuration not stated)	-3	8	7	-5	-8	2	-5	-1	4.5	.
O=C(CN(c1cccc(C(F)(F)F)c1)S(=O)(=O)c1ccccc1)N1CCOCC1	5	4	4	-5	-6	-3	0	.	0.8	-0.4
Cc1nc2c(sc3nc4c(cc32)COC(C)(C)C4)c(=O)n1CC(=O)NCc1ccco1	3	-12	3	-4	3	-6	2	7	-1.7	-0.9
CC(C)CC(C(=O)OCC(=O)N1CCN(c2ccccc2)CC1)N1C(=O)c2ccccc2C1=O (configuration not stated)	0	-5	0	-2	2	6	-27	14	-0.5	-0.4
O=C(N/N=C/c1ccc(OC(=O)c2cccc(Br)c2)cc1)c1cccnc1	-6	27*	11	0	1	-11	2	2	-2.3	-2.4
CCNC(=O)Cn1c(=O)c2c(ncn2Cc2ccccc2)n(Cc2ccccc2)c1=O	2	2	-4	-3	-3	-5	2	0	0.3	-0.7
COc1ccc(N(C(=O)Cn2nnc3ccccc32)C(C(=O)NC(C)(C)C)c2ccc(OC)c(O)c2)cc1 (configuration not stated)	4	-3	-5	-1	-1	0	29	-1	-0.8	-10.0
O=C(C1CCC(CNc2c(N3CCCCC3)c(=O)c2=O)CC1)N1CCc2ccccc2C1 (configuration not stated)	6	-5	-2	5	8	0	3	-1	2.7	0.5
COc1cc(N2C(=O)NC3CC2(C)Oc2ccccc23)cc(OC)c1OC (configuration not stated)	-3	-5	-3	.	-3	12	-4	.	2.1	0.0
O=C(COc1ccc(F)cc1)N1CCC(c2ccccc2)C1 (configuration not stated)	-2	-8	26	-4	-3	0	-5	.	0.8	-1.4
CCc1ccc(/C=C/c2c([N+](=O)[O-])c(=O)n(C)c(=O)n2C)cc1	-3	-5	-10	-8	-4	5	11	-3	1.2	-0.7
CC(C)CCN1CCN(Cc2ccsc2)CC1CCO (configuration not stated)	3	-1	-1	1	11	-10	0	-1	-3.3	-4.0
Cn1/c(=N/N=C/c2ccc(Cl)c([N+](=O)[O-])c2)sc2ccccc21	2	-6	-9	2	8	11	4	8	0.4	-2.2
Cc1csc(NC(=O)C2C3C=CC(O3)C2C(=O)O)n1 (configuration not stated)	-7	-2	.	2	7	1	3	.	-1.0	-1.7
O=C1Nc2ccccc2CCc2ccccc21	-1	0	2	-1	2	-8	0	-1	1.0	0.4
CCCn1c(C2CCCN2c2nc(C)cs2)nc2cc(Cl)c(Cl)cc21 (configuration not stated)	-12	3	-9	-4	-5	-6	10	-6	2.8	0.1
CCCCn1c(N)c(N(CCC(C)C)C(=O)COC(=O)c2cccnc2Cl)c(=O)[nH]c1=O	1	-10	-4	-2	2	-6	4	-2	0.0	0.4
CCCc1cc(=O)oc2cc3occ(C)c3cc12	2	2	12	1	2	6	-2	-1	-0.7	-0.9
CCOc1ccc(CCNC(=O)COC(=O)c2cccnc2OCC)cc1OCC	1	-9	-10	.	0	5	1	.	-1.0	-2.2
CCOCCCN(C(=O)Cn1nnc(-c2ccc(C)o2)n1)C(C(=O)NCC1CCCO1)c1ccc(F)cc1 (configuration not stated)	0	-6	3	-1	-1	-2	8	-2	-0.8	-3.1
COc1cc(C(=O)NC(C)CCc2ccccc2)cc(OC)c1OC (configuration not stated)	-1	-4	3	-9	2	0	-16	2	-1.1	21
COc1ccccc1C(=O)N/N=C(\C)CC(=O)Nc1ccccc1NC(C)=O	2	-1	-4	-6	-6	2	-8	-2	-0.1	-0.4
Cc1sc2ncn(CC(=O)NCC3COc4ccccc4O3)c(=O)c2c1S(=O)(=O)N1CCOCC1 (configuration not stated)	-1	1	5	-2	6	-3	1	-2	-1.1	-2.4
O=C(NCc1ccccn1)c1n[nH]c2ccccc12	-4	-6	.	-2	4	-2	3	15	9.3	-1.3
c1coc(CNc2ncnc3c2oc2ccccc23)c1	0	-24	1	-2	-6	-3	-2	2	-1.0	-3.9
O=S(=O)(Cc1ccccc1)N1CCCCC1	-1	5	7	-3	5	10	5	.	0.0	.
Cc1cccc(Nc2nc(N)nc(CN3CCC(C(N)=O)CC3)n2)c1C	-1	-2	-8	-1	9	1	2	-2	-1.6	-0.9
CCOc1ccc(/C=N/NC(=O)c2ccccc2NC(=O)c2ccc(OC)cc2)cc1	3	0	31	-1	6	9	4	16	0.8	-3.5
Cc1nc2ccccc2cc1OCc1ccc(Cl)cc1	-3	-5	.	0	-5	-1	5	.	-0.1	-1.3
O=C(CC1Nc2ccccc2NC1=O)NCCCN1CCCCCC1 (configuration not stated)	.	-7	-3	-4	8	-4	1	.	3.6	-1.4
COC(=O)c1sccc1NC(=S)Nc1cc(OC)ccc1OC	3	7	-12	1	0	1	-4	0	0.0	-1.4
COC(=O)c1c(-c2ccc(F)cc2)csc1NC(=O)C1CCCO1 (configuration not stated)	-1	-11	59	-3	-5	-9	3	8	-0.3	-4.4
C/C(=N\NC(N)=S)c1ccccc1	4	-2	1	-4	1	-1	4	4	-0.7	0.8
COc1ccc2cc(CN(CC3CCCO3)S(=O)(=O)c3ccc(C(C)=O)cc3)c(=O)[nH]c2c1 (configuration not stated)	6	-7	1	2	5	7	11	-3	5.6	0.1
COc1ccc(/C=N/NC(=O)c2cc(O)c(O)c(O)c2)cc1Cn1cc([N+](=O)[O-])cn1	0	16	-8	-5	-4	3	9	-2	3.4	-0.5
Cc1cccc(C(=O)Nc2cc(C)ccc2NC(=O)COc2ccccc2)c1	0	-1	-5	-5	6	-1	-2	0	-1.8	-1.7
CCN(CC)S(=O)(=O)c1cccc2nsnc12	-1	-6	.	-1	2	-4	-3	.	-1.5	0.0
Fc1ccc(C(Nc2ccccn2)c2c[nH]c3ccccc23)cc1 (configuration not stated)	-2	-11	-16	0	5	-6	.	1	-0.8	-1.6
CCOC(=O)CCc1ccc(NC(=O)/C=C/c2ccc([N+](=O)[O-])o2)cc1	6	-22	-61	-4	-4	4	1	-2	-1.0	-0.4
Following part.
SMILES	V-ATPase pH	dFosB activator	MITF TRPM1 HTS	CAL PDZ FP-1	RTF Ca sens act	Tat transport	Rtt109 HAT inh	Wnt bcat act	CDK5 inh	CAL PDZ FP-2
Cc1cc(O)c2/c(=N\N)c(-c3csc(C)n3)coc2c1	-1	-5	-6	1	-4	0	-2	-1	1.2	-2.4
Cc1ccccc1OCC(=O)NC(=S)Nc1ccc(S(=O)(=O)NC2CCCCC2)cc1	0	-3	-3	-2	-4	-5	-7	-2	0.4	-0.4
CCn1nc(C(=O)OCc2cccc(S(=O)(=O)N(C)C)c2)c2ccccc2c1=O	-1	-13	-6	-8	-2	-2	6	0	2.2	-1.0
COc1cccc(OC)c1C(=O)Nc1cccnc1	-2	-4	0	-6	-4	-2	15	-3	-0.4	-1.5
O=C(NCc1cccnc1)c1sc2ccccc2c1Cl	-3	-15	9	0	-2	-3	2	.	-0.2	-3.0
COc1ccccc1NC(=O)Cn1c(C)nc2c(sc(=S)n2Cc2ccco2)c1=O	-2	10	-2	-4	-2	-1	3	0	1.6	-0.8

Single records, from the list above. Order of screens: V-ATPase pH	dFosB activator	MITF TRPM1 HTS	CAL PDZ FP-1	RTF Ca sens act	Tat transport	Rtt109 HAT inh	Wnt bcat act	CDK5 inh	CAL PDZ FP-2
Results for COc1cccc(OC)c1C(=O)Nc1cccnc1 = -2	-4	0	-6	-4	-2	15	-3	-0.4	-1.5
Results for Cc1cc(O)c2/c(=N\N)c(-c3csc(C)n3)coc2c1 = -1	-5	-6	1	-4	0	-2	-1	1.2	-2.4
Results for CCn1nc(C(=O)OCc2cccc(S(=O)(=O)N(C)C)c2)c2ccccc2c1=O = -1	-13	-6	-8	-2	-2	6	0	2.2	-1.0
Results for COc1ccccc1NC(=O)Cn1c(C)nc2c(sc(=S)n2Cc2ccco2)c1=O = -2	10	-2	-4	-2	-1	3	0	1.6	-0.8
